NOD2 inhibition: NOD2 signaling inhibitors, cell-based, luminescence, uHTS, HEK293 (AID 1566); inhibition, % at 4 µM, or EC50 in µM where a hit was titrated; 290,000 tested, 0.63% active; HEK293 NOD2/NF-kB luciferase reporter, luminescence; higher % means a stronger effect; also: many of its hits are not listed in these tables
NS5 inhibitors: Dengue-2 NS5 methyltransferase inhibitors, primary screen, biochemical, confirmation dose response (AID 588689); Dengue-2 NS5 methyltransferase capping enzyme assay, biochemical; higher % means a stronger effect; inhibition, % at 25 µM; hits with a dose series show IC50 in µM; 340,000 tested, 0.3% active; in the data active = a potency from the dose series
LYP inhibition: inhibitors of LYP phosphatase, biochemical, fluorescence intensity, uHTS (AID 1779); Tyrosine-protein phosphatase non-receptor type 22 (Homo sapiens); recombinant LYP phosphatase, fluorescence intensity; higher % means a stronger effect; inhibition, % at 11.5 µM, or IC50 in µM where a hit was titrated; 290,000 tested, 0.054% active;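 also: plate controls were vehicle with enzyme for no effect and no enzyme for full effect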
AID2073: inhibitors of Mint1-CaV2.2 protein interaction, biochemical, HTRF (AID 2073) | Voltage-dependent N-type calcium channel subunit alpha-1B (Homo sapiens) | HTRF protein-protein interaction, Mint1-CaV2.2; higher % means a stronger effect | inhibition, % at 20 µM, or IC50 in µM where a hit was titrated | 290,000 tested, 0.19% active; in the data active = inhibition mostly above about 51%, no sharp cut-off; also: some results filed as inactive read as strong as hits
XIAP displacement: XIAP antagonists, biochemical, IAP family, fluorescence polarization (AID 1018); XIAP BIR domain, fluorescence polarization peptide displacement; higher % means a stronger effect; displacement, % at 20 µM; hits with a dose series show IC50 in µM; 200,000 tested, 0.007% active; in the data active = displacement above about 50%; also: a part of the inactive calls stands beside numbers as strong as those of hits
Siah-1 displacement: Siah-1 peptide-binding antagonists, primary screen, biochemical, fluorescence polarization, rhodamine-plectin, uHTS (AID 1817); E3 ubiquitin-protein ligase SIAH1 (Homo sapiens); Siah-1 / rhodamine-plectin peptide fluorescence polarization; higher % means a stronger effect; displacement, % at 20 µM; hits with a dose series show IC50 in µM; 290,000 tested, 0.02% active;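 active = displacement of at least 50% at 20 µM, with a fluorescence ratio check between 0.3 and a set limit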;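 also: plate controls were Siah plus tracer with DMSO for no effect and tracer alone without Siah for full effect; strong numbers were not always called active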
HIV peptide binding: inhibitors of HIV fusion peptide binding, primary screen, biochemical, uHTS, fluorescence dequenching (AID 1986). one-dose inhibition, % at 20 µM; IC50 in µM for titrated hits. cell-free peptide binding, fluorescence dequenching, 30 min; higher % means a stronger effect. 290,000 tested, 0.3% active; in the data active = inhibition mostly above about 52%, no sharp cut-off; inactive = mostly below about 76%; also: some results filed as inactive read as strong as hits
Lipid droplet: inhibitors of hepatocyte lipid droplet formation, primary screen, imaging, high-throughput imaging, BODIPY stain. AML12 mouse hepatocytes, oleate lipid droplets. inhibition, % at 6.5 µM. 240,000 tested, 0.4% active. AID 1656, 2009;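 active = lipid droplet intensity inhibited by at least 50%, with more than 500 cells counted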
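Material – AML12 mouse liver cells · Also added – oleate loading, 100 µM · Compound dosing – 6.5 µM single-point dosing · Times – overnight treatment with compound plus oleate · Measured by – fluorescence imaging, 20x objective, two fields per well · Read-out – percent inhibition of filter-corrected integrated lipid droplet intensity per well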
Myeloid diff MLP: induction of myeloid progenitor differentiation, primary screen, cell-based, flow cytometry, MLPCN library. ER-HoxA9 myeloid progenitors, lysozyme-GFP differentiation. calls only at 10 µM. 360,000 tested, 1% active;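 active = normalized GFP-positive differentiation at or above the plate's own cutoff, the solvent-only control mean plus 3 SD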;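 also: cells exposed to compound for four days before flow analysis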
Lipid droplet cells 6.5 µM: second read-out of Lipid droplet, no call of its own (marks repeat the call); cell count; measured here: cell count, cytotoxicity flag;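 cells counted across two imaged fields per well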
NS5 inhibitors pilot replicate: second read-out of NS5 inhibitors, no call of its own (marks repeat the call); inhibition, %; measured here: pilot screen replicate inhibition
Myeloid diff MLP GFP+ MAC1+ %: second read-out of Myeloid diff MLP, no call of its own (marks repeat the call); GFP+ MAC1+ double positive, %; measured here: differentiation confirmed by MAC1 staining
* marks the source's active call; other numbers are inactive results; i = inactive; . = no result given. Rule as the data show it, unless noted: active = inhibition above about 50%; inactive = the rest. A portion of the library. The share of hits here may be higher or lower than overall.

SMILES	NOD2 inhibition	NS5 inhibitors	LYP inhibition	AID2073	XIAP displacement	Siah-1 displacement	HIV peptide binding	Lipid droplet	Lipid droplet cells 6.5 µM	Myeloid diff MLP	Myeloid diff MLP GFP+ MAC1+ %	others
CCc1nnc(SCC(=O)Nc2ccccc2)n1CC1CCCO1 (centres undefined)	0.7%	0.0%	-7.9%	2.6%	.	0.4%	0.5%	3.9	704	i	1.0
COc1cccc(C2C3=C(N=C4SCC(=O)N42)c2ccccc2CC3)c1OC (centres undefined)	-28.5%	-2.2%	15.3%	-18.2%	5.6%	1.3%	-1.6%	-9.4	781	i	0.8
c1ccc(-c2nnc(NC3=NCCC3)o2)cc1	-40.6%	2.2%	-1.5%	-12.4%	-0.5%	16.2%	0.7%	4.0	735	i	0.7
C=CCOc1c(Cl)cc(CNc2ccc3[nH]c(=O)[nH]c3c2)cc1OC	20.9%	-3.6%	2.1%	20.6%	-7.1%	-1.1%	2.7%	-3.9	687	i	0.2
CCc1nnc(NC(=O)C(C)N2C(=O)C3C4C=CC(C4)C3C2=O)s1 (centres undefined)	-1.8%	3.3%	-1.6%	-2.5%	-7.7%	3.9%	-2.2%	.	.	i	0.3
CN(CC(=O)NCc1ccncc1)S(=O)(=O)c1ccc(Br)cc1	16.0%	0.7%	-11.4%	-1.0%	.	-2.9%	0.3%	-27.0	853	i	7.8
CN1C(=O)C2(OCCCO2)c2ccccc21	16.7%	-9.3%	-11.8%	11.1%	.	5.2%	-0.6%	4.9	788	i	0.5
CN(Cc1ccccn1)Cc1nc(COc2ccccc2)no1	-5.1%	-1.5%	-5.9%	8.0%	-4.5%	5.8%	1.8%	3.4	674	i	0.4
Cc1ccc2c(c1)c1c3n2CCN(C(=O)C2CC2)C3CCC1 (centres undefined)	-18.6%	4.2%	3.9%	3.3%	-3.6%	6.9%	-0.6%	.	.	i	1.7
CCC(C)[C@H](NC(=O)N1CCCC1)C(=O)OC (some centres undefined)	-13.0%	-5.6%	-14.9%	1.4%	-12.9%	5.0%	-0.9%	0.0	786	i	6.3
COc1ccccc1NC(=O)CSc1nnc2ccc(-c3cccnc3)nn12	1.1%	-11.0%	-2.7%	27.9%	-1.6%	4.9%	-3.0%	-2.9	698	i	0.0
Cc1cccc(N2CCN(S(=O)(=O)c3ccc4[nH]c(=O)ccc4c3)CC2)c1C	10.5%	-1.4%	-6.4%	0.2%	.	-3.3%	-0.5%	6.6	720	i	2.5
O=C(c1ccco1)N1CCN(C(=O)c2ccccc2[N+](=O)[O-])CC1	-13.0%	-7.0%	-3.0%	13.2%	-3.0%	-2.6%	-0.2%	-1.3	693	i	0.7
Cn1c(=O)c2c(SCC(=O)Nc3ccc4c(c3)OCCO4)nc(CC(C)(C)C)nc2n(C)c1=O	14.3%	-1.4%	1.3%	6.4%	-2.6%	3.6%	-2.2%	-10.5	593	i	3.7
O=C(NCc1ccc2c(c1)OCO2)C1CCC(CNS(=O)(=O)c2cccc3nsnc23)CC1 (centres undefined)	-13.7%	-1.4%	1.2%	-0.2%	-10.8%	1.4%	-0.5%	.	.	i	1.5
CC(=O)OC1CC(C)(C)N(OC(=O)c2ccc(N)cc2)C(C)(C)C1	-6.6%	3.2%	1.2%	10.0%	-3.9%	1.8%	2.9%	-0.9	729	i	3.1
C=CCNC(=O)COC(=O)/C=C/c1cccs1	-4.9%	-2.2%	-2.9%	4.3%	-6.8%	-0.1%	-1.3%	2.5	679	i	1.1
CCOC(=O)/C(C#N)=C/c1c(N2CCCCCC2)nc2ccccn2c1=O	17.6%	-16.3%	-4.3%	11.4%	.	-6.2%	-1.1%	9.7	840	i	2.1
Cc1cc(=O)oc(C)c1C(=O)NCC(C)C	-4.4%	-6.9%	-9.1%	-1.6%	-5.9%	-2.3%	-1.8%	.	.	i	7.3
CCC(C)[C@@H](C(=O)N1CCNCC1)n1cc(CCCN=C(N)N)nn1 (some centres undefined)	-3.3%	1.6%	-1.9%	-5.6%	-6.7%	4.4%	0.7%	-15.4	714	i	0.8
COc1ccc(-c2cc(C(=O)NCC3CCCO3)c3ccccc3n2)c(OC)c1 (centres undefined)	10.2%	7.1%	-7.3%	9.9%	.	-4.4%	-1.2%	-5.5	860	i	0.0
NC(=O)CSCc1ccc(Br)cc1	8.2%	-1.4%	-6.3%	4.8%	28.9%	-1.1%	2.0%	1.8	759	i	11.5
O=C(COC(=O)/C=C/c1ccccc1[N+](=O)[O-])NC1CC1	6.9%	1.5%	-4.7%	5.1%	-9.2%	23.1%	-0.2%	4.5	682	i	0.6
Cc1cc(C)nc(NC(=O)CCCC(=O)O)c1	19.2%	3.8%	-2.5%	-0.1%	0.2%	1.5%	1.4%	.	.	i	0.8
O=c1c2c(-c3ccccc3)csc2ncn1/N=C/c1c2ccccc2cc2ccccc12	-23.6%	1.6%	10.1%	15.4%	-7.4%	3.2%	12.4%	-9.0	766	i	10.6

In the list so far, two have a nitro group on carbon:
SMILES	NOD2 inhibition	NS5 inhibitors	LYP inhibition	AID2073	XIAP displacement	Siah-1 displacement	HIV peptide binding	Lipid droplet	Lipid droplet cells 6.5 µM	Myeloid diff MLP	Myeloid diff MLP GFP+ MAC1+ %	others
O=C(c1ccco1)N1CCN(C(=O)c2ccccc2[N+](=O)[O-])CC1	-13.0%	-7.0%	-3.0%	13.2%	-3.0%	-2.6%	-0.2%	-1.3	693	i	0.7
O=C(COC(=O)/C=C/c1ccccc1[N+](=O)[O-])NC1CC1	6.9%	1.5%	-4.7%	5.1%	-9.2%	23.1%	-0.2%	4.5	682	i	0.6

The listing picks up, starting two compounds before the break.
SMILES	NOD2 inhibition	NS5 inhibitors	LYP inhibition	AID2073	XIAP displacement	Siah-1 displacement	HIV peptide binding	Lipid droplet	Lipid droplet cells 6.5 µM	Myeloid diff MLP	Myeloid diff MLP GFP+ MAC1+ %	others
Cc1cc(C)nc(NC(=O)CCCC(=O)O)c1	19.2%	3.8%	-2.5%	-0.1%	0.2%	1.5%	1.4%	.	.	i	0.8
O=c1c2c(-c3ccccc3)csc2ncn1/N=C/c1c2ccccc2cc2ccccc12	-23.6%	1.6%	10.1%	15.4%	-7.4%	3.2%	12.4%	-9.0	766	i	10.6
CCOC(=O)c1ccc(NC(=O)CN2CCN(C(=O)c3ccco3)CC2)cc1	17.5%	-7.1%	-10.1%	1.3%	.	-2.5%	1.3%	1.1	592	i	1.0
CCn1cc(-c2n[nH]c(=S)n2-c2ccc(C)cc2Br)c(=O)c2ccc(C)nc21	9.7%	4.6%	-0.1%	-21.9%	.	-2.1%	-1.3%	0.4	759	i	0.4
COc1ccc(/C=C/C(=O)c2ccccn2)cc1	-33.9%	.	1.9%	-17.5%	-8.2%	0.3%	1.6%	-13.0	697	i	0.3
CCOc1ccc(Br)cc1-c1noc(-c2cccs2)n1	7.9%	0.7%	-3.2%	-2.8%	0.6%	1.2%	-0.4%	-0.6	768	i	2.7
NC(=S)Nc1nc2ccccc2[nH]c1=O	7.5%	.	-2.4%	-18.4%	-3.8%	-4.0%	-1.9%	12.0	801	.	.
CCCn1cnc2c(=S)nc(N)[nH]c21	11.6%	-5.4%	2.3%	14.5%	.	3.7%	-0.4%	-17.7	699	i	0.6
CC(=O)NCCNC(=O)[C@H](Cc1ccccc1)NC(=O)c1cccs1	-5.6%	-4.1%	-8.5%	-2.8%	-5.5%	-2.5%	-1.9%	13.4	804	i	2.8	NS5 inhibitors pilot replicate=-1.4
COc1ccc2nc(-n3c(C)ccc3C)sc2c1	-18.5%	-7.6%	5.0%	34.8%	-2.2%	-1.3%	-2.5%	14.3	731	i	5.9
Cc1nnnn1CC(=O)Nc1ccccc1[N+](=O)[O-]	2.2%	-8.1%	-8.7%	1.6%	-0.7%	-7.0%	-1.3%	-8.2	460	i	0.7
COCCCNC(=O)/C=C/c1ccc(Cl)cc1Cl	-9.9%	-7.2%	0.7%	-0.2%	-3.8%	4.8%	0.9%	.	.	i	0.4
CCOC(=O)c1sc(Nc2ccc(OCC)cc2)nc1C	-8.7%	-9.9%	-2.3%	13.0%	-0.4%	21.8%	-0.9%	6.6	691	i	1.1
Cc1ccc(C(=O)NCc2cccnc2)cc1S(=O)(=O)N1CCCCCC1	9.6%	-9.8%	-4.6%	3.5%	.	5.0%	1.1%	4.1	803	i	0.5
S=c1[nH]nc(COc2ccccc2)n1/N=C/c1ccccc1Cl	26.0%	-12.4%	-6.2%	-26.8%	.	-4.3%	8.9%	.	.	i	0.3
O=C(CCCCCN1C(=O)CCC1=O)NCc1ccccc1	-17.5%	-2.1%	0.3%	-5.4%	-3.5%	-2.7%	0.1%	-4.0	621	i	0.9
COc1ccc(OCc2cc(C(=O)N3CCCC(CO)C3)no2)c2ccccc12 (centres undefined)	-31.7%	-6.5%	-0.5%	12.6%	.	4.6%	1.5%	-13.6	598	i	1.2
Cc1ccc(-n2c(SCC(=O)Nc3ccc4c(c3)OCO4)nnc2-c2ccccn2)cc1	10.6%	-7.3%	-3.7%	31.7%	-3.1%	5.2%	-0.4%	-12.2	665	i	8.4
CCOCCCNC(=O)c1cc(Sc2ccc(F)cc2)nc2ccccc12	6.7%	-5.8%	8.7%	7.7%	2.3%	-1.2%	0.8%	-20.2	593	i	0.6
Cc1cc(C)n(-c2nnc3n2N=C(c2c[nH]c4ccccc24)CS3)n1	-1.2%	4.2%	1.0%	-2.6%	-4.3%	-3.7%	-1.8%	-16.7	673	i	4.1
N#Cc1ccc(COC(=O)c2cnc(Cl)c(Cl)c2)cc1	-2.8%	10.5%	-6.6%	3.2%	.	-1.9%	0.2%	-20.6	759	i	0.5
O=C(Cc1coc(-c2ccc(F)cc2)n1)N1CCOCC1	-1.8%	-5.5%	-1.8%	10.2%	0.2%	-5.9%	-1.3%	6.3	696	i	0.7
CCC1S/C(=N/N=C/c2ccco2)N(Cc2ccccc2C)C1=O (centres undefined)	-13.7%	-3.1%	2.0%	14.5%	.	2.3%	2.3%	-17.3	673	i	0.7
CCOc1ccc(NC(=O)CSc2n[nH]c(=O)n2-c2ccccc2)cc1	-2.9%	3.2%	-5.7%	-6.5%	-3.2%	0.1%	1.1%	-16.9	736	i	8.2
COc1ccc(/C(C)=N\NC(=O)c2ccc(-c3ccccc3)cc2)c(F)c1	10.5%	-6.1%	-6.1%	-0.1%	.	4.8%	-0.9%	-4.7	836	i	0.9
CC1SCC(=O)N(CC(=O)Nc2ccc3c(c2)OCCO3)C1=O (centres undefined)	9.1%	-3.6%	-5.1%	-6.6%	-1.2%	0.4%	-1.4%	3.8	693	i	0.3
COc1ccc(C(=O)CN2C(=O)NC3(CCCc4ccccc43)C2=O)cc1OC (centres undefined)	14.0%	-3.3%	1.1%	6.4%	-3.7%	-3.4%	-0.6%	-4.1	681	i	4.0
